p53 reactivation: re-activators of mutant p53; H1299 p53-A138V BP100-luciferase reporter, luminescence, 24 h; Potency, µM (titrated, usually from 92.2 µM), for the others: at the highest dose activity change, positive = activation, most hits filed as activators; hit rate 0.063% among 320,000; note: potency is the fitted concentration of half-maximal effect; % of control where 0% means no effect; nearly all actives have a fitted effect of over 45% in size
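H1299 (p53-null), stable ts p53-A138V + BP100-Luc; 1000 cells/well, Opti-MEM/10% FBS; cpd 4 pt, 1:5; 24 h, 37 deg C, 5% CO2; detection reagent 10 min RT; luminescence.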
B2AR arrestin: beta2AR (human) beta-arrestin recruitment activity | AID 492947 | beta-arrestin recruitment to beta2AR, cell-based reporter | Potency, µM (top dose mostly 46.1 µM), for inactives: at the top dose activation, hits mostly activators | hit rate 0.02% among 330,000;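 note: potency is the fitted concentration of half-maximal effect; 0% = DMSO controls and full agonism = EC100 isoproterenol or metaproterenol; nearly all actives have a fitted effect of over 65% in size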
Target sequence (P07550 whole entry, looked up): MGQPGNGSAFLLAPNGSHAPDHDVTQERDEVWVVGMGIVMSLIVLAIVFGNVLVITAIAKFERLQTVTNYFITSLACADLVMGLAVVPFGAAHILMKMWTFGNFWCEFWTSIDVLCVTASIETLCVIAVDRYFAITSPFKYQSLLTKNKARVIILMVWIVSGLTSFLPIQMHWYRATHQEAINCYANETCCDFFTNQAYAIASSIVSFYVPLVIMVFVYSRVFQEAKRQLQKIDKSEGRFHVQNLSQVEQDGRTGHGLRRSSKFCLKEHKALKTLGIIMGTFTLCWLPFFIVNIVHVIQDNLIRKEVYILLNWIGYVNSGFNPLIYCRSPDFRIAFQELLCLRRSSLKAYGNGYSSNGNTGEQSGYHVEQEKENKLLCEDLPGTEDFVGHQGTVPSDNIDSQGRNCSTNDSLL
ASM inhibitor: blocks human secretory acid sphingomyelinase | AID 504937 | placental ASM, HMU-PC fluorogenic substrate, 60 min | P17405 | hit rate 0.006% among 340,000 | Potency, µM (titrated, usually from 57.5 µM), for inactives: top-dose activity change, negative = inhibition, usual class: inhibitors; note: potency is the fitted concentration of half-maximal effect
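Fluorescence read-out (Ex 386 nm, Em 447 nm) after stopping the reaction at pH 10. Enzyme: ASM from human placenta; substrate HMU-PC0, 9 uM final; 60 min, 37 °C. Compound preincubation 10 min, ambient temperature.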
USP2a block: USP2a (human) protease inhibition; O75604; Potency, µM (series often up to 38.3 µM), for inactives: top-dose activity change, negative = inhibition, most hits filed as inhibitors; USP2 core, Ub-CHOP2 coupled fluorogenic reporter, 485/531; hit rate 0.01% among 330,000;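 note: potency is the fitted concentration of half-maximal effect; plate controls were DMSO wells for no effect and full inhibition by NEM control for full effect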
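Deubiquitinase activity read as fluorescence (485/531 nm) after Ub-CHOP2 cleavage activates the enterokinase reporter on its substrate; USP2 core 10nM, Ub-CHOP2 and substrate 25nM each, 30min compound preincubation then 60min RT; data normalized to NEM, curves fitted.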
PTAP TSG101 blk: blocks PTAP/TSG101 interaction to inhibit HIV-1 budding | Q99816 | Fluorescence polarization, FITC-PTAP peptide / Tsg101 binding | Potency, µM (highest dose often 115 µM), for inactives: top-dose activity change, negative = inhibition, most hits filed as inhibitors | 340,000 tested, under 10 active | AID 493005; active = well fitted inhibition curve with a large enough effect in the main read-out, with a control signal flat, not every such curve was filed as active; inconclusive = small, poorly fitted or top-dose-only effect, or effect the other way, or a change in a side signal; inactive = no such curve, though single readings can be large or run the other way; note: potency is the fitted concentration of half-maximal effect; % of control where 0% means no effect
Target sequence (Q99816 whole entry, looked up): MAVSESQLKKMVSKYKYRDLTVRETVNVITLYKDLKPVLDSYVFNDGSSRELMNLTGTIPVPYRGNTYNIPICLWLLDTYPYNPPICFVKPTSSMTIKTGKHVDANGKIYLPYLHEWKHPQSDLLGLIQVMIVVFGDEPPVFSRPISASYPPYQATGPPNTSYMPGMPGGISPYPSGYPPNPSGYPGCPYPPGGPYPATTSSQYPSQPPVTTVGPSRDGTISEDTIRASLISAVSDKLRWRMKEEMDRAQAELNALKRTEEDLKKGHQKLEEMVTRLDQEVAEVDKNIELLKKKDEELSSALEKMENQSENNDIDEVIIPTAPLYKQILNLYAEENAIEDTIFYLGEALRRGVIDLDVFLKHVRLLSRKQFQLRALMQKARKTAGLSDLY
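Steps: Tsg101 binding domain dispensed (10 uM final), compounds pinned in DMSO, FITC-labeled PTAP-motif peptide added (50 nM final); after 20 min binding at room temperature, polarization measured.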
uPA surface inh: blocks generation of uPA at the cell surface; Potency, µM (highest dose often 38.3 µM), inactives show at the highest dose activity change, negative = inhibition, hits mostly inhibitors; cell surface uPA generation assay, qHTS; AID 540303; hit rate 0.31% among 330,000; active = well fitted inhibition curve with a large enough effect; inconclusive = small, poorly fitted or top-dose-only effect; inactive = no such curve, though single readings can be large or run the other way; tested in mouse RAW 264.7 cells; note: potency is the fitted concentration of half-maximal effect; % is set by controls: 0 for no effect and ±100 for the full control effect; nearly all actives have a fitted effect of over 55% in size
BRCA1 expr act: increases BRCA1 expression. MCF7-BRCA1-FFLuc reporter, luminescence, 48 h; response scale: scaled: vehicle 0%, 10 µM genistein 100%. Potency, µM (highest dose often 46.1 µM), for the others: top-dose activation, hits mostly activators. hit rate 1.1% among 380,000; note: potency is the fitted concentration of half-maximal effect; nearly all actives have a fitted effect of over 80% in size; some results filed as inactive show a strong effect at the top dose
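MCF7-BRCA1-FFLuc cells, 2000/well in phenol-red-free MEM, attached 2 h then treated 48 h at 37 C. Luciferase luminescence read 15 min after reagent; normalized to genistein maximum activation (10microM) and DMSO, concentration-response fitted.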
a7 integrin act: activators of alpha7 integrin expression for muscular dystrophy | alpha7betagal myoblasts, beta-gal FDG fluorescence, 48 h | hit rate 0.064% among 350,000 | AID 624291 | Potency, µM (titrated, usually from 38.3 µM), without a hit: top-dose activation, hits mostly activators;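 note: potency is the fitted concentration of half-maximal effect; 100% = response of the positive control SU9516; nearly all actives have a fitted effect of over 60% in size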
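Alpha7betagal+/- myoblasts (passage 13) were plated 16-24 hr, then exposed to compounds (1:260 dilution of DMSO stock) for 48 hours at 37C. After MPER lysis, β-galactosidase reporter activity was read as FDG fluorescence (ex 480/em 540) after 30 minutes.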
TRPV1 ag: human TRPV1 agonism. Q8NER1. TRPV1-expressing cells, Fluo-8 calcium influx, agonist mode. activation, % at 8.33 µM. hit rate 0.19% among 320,000. AID 540275; in the data active = activation above about 80%; inconclusive = between about 30% and that limit; note: 0% is about no effect
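Cells expressing TRPV1 were dye-loaded with Fluo-8 and read kinetically: 10 s baseline, 3 min after compound (agonist portion), then 2 min after EC20 capsaicin (allosteric enhancer portion). Calcium-bound dye fluorescence at 480/520 nm.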
ELG1 genotoxic: genotoxicity induction in ELG1-luciferase HEK293T cells; HEK293T ELG1-luciferase reporter, luminescence, 16 h; Potency, µM (doses to about 46 µM), inactives show at the top dose activity change, positive = activation, actives largely listed as activators; hit rate 1.3% among 330,000; note: potency is the fitted concentration of half-maximal effect; % of control where 0% means no effect; nearly all actives have a fitted effect of over 60% in size
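Step 1: seed 2,000 HEK293T ELG1-luciferase cells per well. Step 2: add compound or DMSO, incubate 16 hr at 37 °C. Step 3: ONE-Glo, 30 min at room temperature, read luminescence.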
Eya2 phos inh: Eya2 (human) phosphatase inhibition | O00167 | recombinant Eya2, OMFP fluorescence dephosphorylation (OMFP is methylfluorescein phosphate) | AID 488837 | Potency, µM (series often up to 76.9 µM), inactives show top-dose activity, negative = inhibition, hits mostly inhibitors | hit rate 0.006% among 330,000; note: potency is the fitted concentration of half-maximal effect; % is set by controls: 0 for no effect and ±100 for the full control effect
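Eya2 (0.2 uM) preincubated 10 min at ambient with compound, then OMFP substrate added at 50 uM; 10 min reaction in 50 mM HEPES pH 7.5, 50 mM NaCl, 5 uM MgCl2, 0.05% BSA, 1 mM DTT. Fluorescence read at Ex 485/Em 525 nm.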
* marks the source's active call; other numbers are inactive results; u = inconclusive; x = not tested or not shown; [ ] = dose if it differs, or a comment. Unless noted, calls come from the whole dose curve; as a rule, active = well fitted curve in the direction sought with a large enough effect; inconclusive = small, poorly fitted or top-dose-only effect, or another doubt; inactive = no such curve, though single readings can be large; an effect the other way counts as inactive or inconclusive.

SMILES	p53 reactivation	B2AR arrestin	ASM inhibitor	USP2a block	PTAP TSG101 blk	uPA surface inh	BRCA1 expr act	a7 integrin act	TRPV1 ag	ELG1 genotoxic	Eya2 phos inh
COc1ccc(/C=N/N2CCN(C)CC2)cc1OC	2%	0.0%	0%	-4%	0%	-10%	1%	-19%	-2	1%	2%
CSc1ccccc1NC(=O)c1cc(S(=O)(=O)N(C)C)ccc1N1CCCC1	-13%	0.1%	7%	3%	0%	-4%	-8%	-5%	5	-3%	-16%
CCOCc1cnc(C)nc1NCC(=O)c1c(C)n(C)c2ccc(OC)cc12	u	-0.2%	-1%	0%	-4%	-2%	1%	-10%	1	-2%	-1%
O=C(NNC(=S)Nc1ccc(F)cc1)C1[C@H]2CCCC[C@@H]12 (stereo partly drawn)	13%	0.3%	1%	2%	2%	-2%	22%	-13%	9	3%	-28%
CCOC(=O)c1ccc(N2CCN(C(=O)c3ccccc3)CC2)c(NC(=O)c2ccco2)c1	1%	0.0%	-19%	0%	-5%	2%	-9%	6%	4	-14%	-3%
O=C(O)CCCC(=O)NNc1ncnc2ccccc12	-7%	-0.7%	7%	0%	-3%	-1%	-28%	15%	-1	6%	7%
Cc1ccsc1/C=N/N1CCN(Cc2ccccc2)CC1	8%	0.1%	3%	-3%	-2%	-6%	u	-11%	4	18%	-5%
Nc1ncnc2c1ncn2[C@@H]1O[C@H](CNC(=O)[C@@H](N)Cc2ccccc2)[C@@H](O)[C@H]1O	-2%	-0.5%	2%	1%	0%	2%	-22%	8%	x	11%	2%
CCCC(=O)N1CCN(c2ccc([N+](=O)[O-])cc2Cl)CC1	-11%	-0.4%	0%	0%	-5%	8%	-5%	11%	u	-2%	-1%
O=C(CCS(=O)(=O)c1ccccc1Cl)NCCC1=CCCCC1	30%	-0.3%	-1%	2%	-1%	5%	61%	5%	u	15%	8%
Cc1nn(CC(=O)N/N=C/c2ccc(F)cc2)c(C)c1[N+](=O)[O-]	-3%	-0.4%	-3%	-3%	-3%	-3%	14%	6%	x	0%	2%
O=c1c(-c2ccc([N+](=O)[O-])cc2)coc2c(O)c(O)ccc12	u	-0.1%	0%	4%	-13%	-10%	31%	-6%	3	u	6%
CCOc1ccc(CNC(=O)C2CCCN(S(C)(=O)=O)C2)cc1OC (stereo not drawn)	-2%	0.3%	1%	0%	-8%	-6%	6%	1%	1	0%	-19%
O=C(CCOc1ccc(F)cc1)Nc1nccs1	-2%	-0.5%	-1%	7%	2%	1%	13%	22%	10	1%	u
FC(F)(F)c1cc(CCN2C(=S)NC[C@@H]2Cc2ccccc2)cc(C(F)(F)F)c1	1%	-0.2%	-4%	-10%	-8%	2%	-34%	-23%	3	-9%	-12%
COc1ccc(-c2nsc3c(SCC(=O)Nc4cc(C)ccc4C)ncnc23)cc1	3%	4.1%	x	1%	x	x	x	x	2	-2%	8%
CCn1c(Nc2ccccc2Cl)nc2ccccc21	0%	0.0%	0%	0%	-1%	1%	-1%	-7%	9	2%	2%
CCOC(=O)Cc1csc(N(C)C)n1	1%	-0.1%	4%	-4%	-8%	-9%	5%	25%	-2	5%	-4%
CN(C)CCC(=O)NCC1OCCc2ccccc21 (stereo not drawn)	3%	0.3%	0%	4%	-1%	1%	-19%	6%	-1	2%	5%
CCCCN1C(N)=NC[C@H]1Cc1ccc(O)cc1	-1%	-0.8%	1%	-9%	0%	5%	0%	-11%	22	2%	-5%
COc1ccc(N2CCN(C(=O)CN(c3cccc(Br)c3)S(C)(=O)=O)CC2)cc1	-11%	0.5%	-3%	-6%	-7%	4%	1%	3%	1	-10%	-14%
CC1(C)Cc2cccc(OCC(=O)OCC(=O)Nc3ccccc3)c2O1	4%	-0.3%	x	0%	1%	16%	-8%	0%	18	-3%	-9%
O=C(Nc1ccc2c(c1)OCO2)c1cccc(F)c1	x	x	-1%	x	-9%	-2%	11µM*	-24%	u	x	x
Cc1cccc(-n2ccnc2SCC(=O)Nc2nnc(C)s2)c1	-6%	-0.7%	1%	0%	0%	u	-44%	-18%	1	-6%	-18%
CC(C)(C)CCN1CCC(CN2CCNC(=O)C2=O)CC1	x	x	3%	x	-2%	6%	5%	-25%	x	x	x

New compounds follow.
SMILES	p53 reactivation	B2AR arrestin	ASM inhibitor	USP2a block	PTAP TSG101 blk	uPA surface inh	BRCA1 expr act	a7 integrin act	TRPV1 ag	ELG1 genotoxic	Eya2 phos inh
COCCCNC(=O)CC(NS(=O)(=O)c1ccc(F)cc1)c1ccc(OC)cc1 (stereo not drawn)	3%	0.2%	-4%	-10%	-7%	5%	4%	-21%	0	0%	3%
CCOC(=O)CN(C#N)c1nc(C)cc(C)n1	6%	-0.4%	-3%	1%	-1%	2%	21%	24%	-4	1%	7%
CCOC(=O)[C@H]1[C@H]2COc3ccc(Cl)cc3[C@@H]2N2C(=O)[C@@H](CO)NC(=O)[C@@]12C	0%	-0.9%	-1%	3%	0%	11%	0%	0%	x	0%	-5%
O=C(CC1N=C(Cc2ccccc2)NNC1=O)N/N=C/c1ccc([N+](=O)[O-])cc1 (stereo not drawn)	4%	-0.4%	-3%	6%	0%	-3%	-15%	-5%	2	-1%	-1%
CC[n+]1c(C)cc2c(sc3ccccc32)c1C	5%	0.0%	83%[activator]	4%	-5%	-27%	-5%	0%	1	-9%	-1%
O=C(NNc1nc2ccc(Cl)cc2s1)c1cc(-c2cccs2)nc2ccccc12	-2%	-2.1%	-8%	-1%	2%	u	-48%	-33%	-4	1%	-3%
C=CCc1ccc(OCC(O)CN2CCN(Cc3ccc(Cl)cc3)CC2)c(OC)c1 (stereo not drawn)	-19%	-0.3%	-2%	-3%	-3%	-2%	-63%	-57%[inhibitor]	-2	-3%	-8%
O=C(CSc1nnc(CNc2cccc(C(F)(F)F)c2)n1Cc1ccco1)NCc1ccco1	2%	-0.1%	-3%	0%	-4%	-9%	3%	5%	0	2%	-1%
COc1ccc(-c2cc(=O)oc3cc(OCC(=O)N(C)C)ccc23)cc1	x	-0.2%	4%	1%	-5%	-4%	14%	u	7	2%	-4%
COC(=O)c1cc(C)sc1NC(=O)CSc1ncccn1	-3%	3.5%	2%	0%	-8%	-4%	-1%	2%	8	0%	2%
CCN(CC)CCNC(=O)c1ccc(NC(=O)c2cc(S(=O)(=O)N3CCCCC3)ccc2C)cc1	u	-0.3%	-2%	0%	-4%	2%	-25%	-15%	-1	6%	-8%
O=C(Cc1cccs1)N(CC1CCCO1)C1(C(=O)NC2CCCCC2)CCCCC1 (stereo not drawn)	3%	0.0%	-1%	0%	-1%	4%	-35%	1%	26	-3%	17%
Cc1ccc2oc(C(=O)NCCCN3CCOCC3)c(C)c2c1	u	0.3%	0%	0%	-3%	-1%	86%	-28%	11	18µM*	-1%
O=C1CCCC2=C1C(c1ccc(O)c(O)c1)Nc1ccc3ccccc3c12 (stereo not drawn)	x	x	101%[activator]	x	0%	3%	-36%	-13%	x	x	x
COc1cccc(C2C(C#N)=C(N)OC(C(C)(C)C)=C2C#N)c1 (stereo not drawn)	2%	0.6%	-3%	3%	-3%	-10%	-11%	-14%	2	0%	25%
COc1ccccc1NS(=O)(=O)c1cccc(NC(=O)Nc2cccc(Cl)c2)c1	-16%	-1.1%	-20%	-14%	-2%	-1%	-99%	-62%[inhibitor]	-4	1%	-3%
Cc1cc(S(=O)(=O)NCCc2ccccc2)ccc1-n1cnnn1	0%	0.0%	-1%	0%	-1%	0%	-17%	-16%	21	-1%	0%
CCC(C)(C)C1CCc2[nH]nc(C(=O)N/N=C(\C)c3ccco3)c2C1 (stereo not drawn)	2%	0.2%	-2%	4%	3%	-6%	54%	-18%	u	u	-3%
O=C(N/C(=C\c1ccccc1)C(=O)N1CCOCC1)c1ccc(Br)o1	-7%	-0.5%	9%	3%	-3%	2%	-6%	3%	2	-1%	6%
CCOC(=O)CSc1nnc2cc(C)c3ccccc3n12	4%	0.0%	-1%	3%	-6%	8%	-16%	-12%	0	0%	0%
COc1ccc(OCC(=O)Nc2cc(NC(=O)COc3ccc(OC)cc3)cc(C(=O)O)c2)cc1	5%	-0.2%	38%[activator]	3%	-4%	-13%	1%	0%	0	2%	10%
O=[N+]([O-])c1cc([N+](=O)[O-])c(Oc2cccc3c2CCCC3)cc1NN1CCCCC1	x	x	-3%	x	-4%	-9%	0%	29%	x	x	x
COc1ccc(Nc2nc3ccccc3c(=O)[nH]2)cc1	3%	0.5%	3%	-12%	0%	3%	22%	12%	1	5%	9%
O=C(CCNC(=O)c1ccco1)Nc1nc(-c2ccccc2)cs1	u	-0.3%	1%	1%	2%	-4%	u	-44%	x	u	-21%

Screening data from PubChem.
